NOD2 RIPK2 PPI: NOD2-RIPK2 binding disruptors in cells, primary screen, fluorescence, CHO cells, BLA complementation; inhibition, % at 4.98 µM; AID 624267, 2012; CCF4 ratio; actives 0.38% (n = 360,000); Receptor-interacting serine/threonine-protein kinase 2 (Homo sapiens), O43353; in the data active means inhibition above about 21%;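 further: 0% = vehicle only and 100% = reference blocker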
Cardio protect: cardioprotection against H2O2-induced cell death, primary screen, uHTS, H9c2 cells, ATPLite luminescence; actives 0.63% (n = 360,000); protection from H2O2 cell death, % at 20 µM; AID 588492, 2011; H9c2 cardiomyocytes, H2O2 injury protection, 2 h;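 active means compounds giving at least 50% protection of heart cells from peroxide-induced death in the single-dose screen, raw or plate-pattern-corrected value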;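 further: 0% = DMSO wells with peroxide and 100% = DMSO wells without peroxide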
m5-HT2A agonist: mouse Htr2a agonists via beta-arrestin recruitment, primary screen, cell-based, luminescence; 5-hydroxytryptamine receptor 2A (Mus musculus), P35363; CHO-K1 mHTR2A beta-arrestin complementation; percent of 30 µM serotonin response; activation, % at 7.6 µM; actives 0.66% (n = 360,000);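 active means activation above a run cutoff, the mean activation of all tested compounds plus 3 SD, cut at about 14% in these data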;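 further: 0% = plate median of compound wells and 100% = 30 µM serotonin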
Glyco luc inh: increase of ERlucT glycosylation luciferase signal, primary screen, N-linked glycosylation inhibitor project, D54 ERlucT cells, luminescence, set 2; D54 ERlucT glycosylation luciferase reporter, 24 h; percent of 100 nM tunicamycin response; reporter increase, % at 12.5 µM; actives 0.23% (n = 360,000);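 active means mean luciferase reporter signal, scaled so untreated is 0 and the glycosylation-blocking control 100, at or above a set limit in every replicate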;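 further: luciferase carries N-glycosylation sites so blocking glycosylation raises the light; 0% = median of neutral control wells and 100% = median of 100 nM tunicamycin wells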
MC4R antagonist: MC4R antagonists of cAMP signaling, primary screen, cell-based, TR-FRET, antagonist arm of biased-ligand search. actives 0.48% (n = 360,000). Melanocortin receptor 4 (Homo sapiens), P32245. AID 540295, 2011. inhibition, % at 6.5 µM. MC4R-expressing cells, MTII-stimulated cAMP, LANCE TR-FRET;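 active means inhibition above its plate's cutoff, the mean of tested wells on that plate plus 3 SD, cut at about 29% in these data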;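 further: 0% = Melanotan II alone and 100% = Melanotan II plus saturating MCL0020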
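system = U2OS cells with stable human MC4R expression | also added = Melanotan II challenge after compound preincubation | dosing = one concentration, 6.5 µM nominal | incubation = compound 30 min, challenge 1 h, detection 1 h | measured by = TR-FRET with Eu-cAMP and labeled anti-cAMP, 671 nm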
MC4R barr agon: MC4R agonists recruiting beta-arrestin, primary screen, cell-based, luminescence, agonist arm of biased-ligand search; Melanocortin receptor 4 (Homo sapiens), P32245; U2OS MC4R beta-arrestin complementation; percent of melanotan II response, DMSO zero; activation, % at 8.9 µM; actives 0.98% (n = 360,000);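 active means activation above a per-plate cutoff, the mean activation of sample wells on that plate plus 3 SD, cut at about 8% in these data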
ABCB6 inh 2: ABCB6 transporter inhibitors, primary screen, K562-ABCB6 cells, flow cytometry, MLPCN library; fluorescence ratio to DMSO, % at 10 µM; K562-ABCB6 porphyrin accumulation, 1 h; stronger effect = lower value; AID 602162, 2011; actives 0.19% (n = 360,000);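 active means fluorescence ratio to DMSO below 75%, the collection mean minus 3 SD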;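 further: signal is porphyrin accumulated inside mitochondria; 100% equals median channel fluorescence of DMSO control wells; lower ratio means ABCB6 inhibition with less porphyrin fluorescence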
NCOA2 inhibitor: inhibition of GAL4-SRC2 driven luciferase reporter, primary screen, SRC2 inhibitor project, cell-based, luminescence | Nuclear receptor coactivator 2 (Homo sapiens), Q15596 | actives 0.17% (n = 370,000) | inhibition, % at 9 µM | HEK293 GAL4-SRC2 luciferase reporter;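 active means inhibition above the mean inhibition of all tested compounds plus 3 SD, set per campaign, cut at about 52% in these data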;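 further: 0% = DMSO treated cells and 100% = cells given Gossypol at 36 µM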
ABHD5 PLIN5 PPI: ABHD5-PLIN5 interaction inhibitors, primary screen, cell lysate, split luciferase complementation, luminescence; actives 0.78% (n = 360,000); Split G. princeps luciferase complementation, 4 h; AID 602281, 2012; inhibition, % at 4 µM; Perilipin-5 (Homo sapiens) + 1-acylglycerol-3-phosphate O-acyltransferase ABHD5 (Homo …;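 active means inhibition above the mean inhibition across every tested compound plus 3 SD, cut at about 22% in these data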;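 further: 0% = DMSO only wells and the 100% control is not disclosed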
TLR9-MyD88 inh: inhibitors of TLR9-MyD88 association in cells, primary screen, cell-based, CHO, BLA complementation, fluorescence | inhibition, % at 4.98 µM | actives 0.21% (n = 340,000) | AID 504734, 2011 | CCF4 FRET ratio | Toll-like receptor 9 (Homo sapiens) + Myeloid differentiation primary response protein …;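 active means inhibition above the mean over all tested compounds plus 3 SD, cut at about 21% in these data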;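 further: 0% = DMSO only wells and 100% = clavulanate BLA inhibitor control wells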
Target sequence (Q99836 whole entry, looked up): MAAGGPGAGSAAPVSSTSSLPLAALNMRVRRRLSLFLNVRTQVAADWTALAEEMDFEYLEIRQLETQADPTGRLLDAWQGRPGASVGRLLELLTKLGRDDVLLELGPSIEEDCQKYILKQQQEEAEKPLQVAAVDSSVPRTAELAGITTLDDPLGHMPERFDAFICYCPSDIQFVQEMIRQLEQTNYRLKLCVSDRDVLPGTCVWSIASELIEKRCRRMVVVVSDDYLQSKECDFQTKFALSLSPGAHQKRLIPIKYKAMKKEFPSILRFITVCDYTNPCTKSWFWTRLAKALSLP
Target sequence (Q9NR96 whole entry, looked up): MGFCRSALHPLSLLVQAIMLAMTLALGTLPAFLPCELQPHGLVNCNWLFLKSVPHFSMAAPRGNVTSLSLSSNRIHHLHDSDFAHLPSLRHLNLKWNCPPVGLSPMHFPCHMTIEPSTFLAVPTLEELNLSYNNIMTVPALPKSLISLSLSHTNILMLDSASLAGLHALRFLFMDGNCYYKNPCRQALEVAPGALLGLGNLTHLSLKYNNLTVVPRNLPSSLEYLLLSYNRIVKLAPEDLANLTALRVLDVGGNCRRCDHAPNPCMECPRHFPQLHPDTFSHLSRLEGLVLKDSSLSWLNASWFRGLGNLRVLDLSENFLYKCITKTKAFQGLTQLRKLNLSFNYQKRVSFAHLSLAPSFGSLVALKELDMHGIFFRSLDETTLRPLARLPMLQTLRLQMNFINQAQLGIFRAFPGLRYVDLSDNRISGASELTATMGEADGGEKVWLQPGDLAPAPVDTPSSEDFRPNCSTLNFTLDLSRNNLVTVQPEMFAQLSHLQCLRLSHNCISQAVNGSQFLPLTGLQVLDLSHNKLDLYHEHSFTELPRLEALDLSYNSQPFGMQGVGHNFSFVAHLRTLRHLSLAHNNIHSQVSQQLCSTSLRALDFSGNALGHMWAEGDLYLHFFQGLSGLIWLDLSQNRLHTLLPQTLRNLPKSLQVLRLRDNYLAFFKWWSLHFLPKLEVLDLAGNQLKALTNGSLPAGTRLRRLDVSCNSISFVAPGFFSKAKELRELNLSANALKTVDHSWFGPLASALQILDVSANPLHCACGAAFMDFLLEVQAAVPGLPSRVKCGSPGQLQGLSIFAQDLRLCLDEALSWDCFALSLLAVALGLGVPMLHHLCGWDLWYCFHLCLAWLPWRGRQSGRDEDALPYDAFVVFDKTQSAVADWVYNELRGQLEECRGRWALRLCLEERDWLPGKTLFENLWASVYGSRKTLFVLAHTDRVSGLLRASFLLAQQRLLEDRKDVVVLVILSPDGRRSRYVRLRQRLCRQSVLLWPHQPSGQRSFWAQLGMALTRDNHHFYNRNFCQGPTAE
* marks the source's active call; other numbers are inactive results; · = no result given. An excerpt; rates above refer to the full screens.

SMILES	NOD2 RIPK2 PPI	Cardio protect	m5-HT2A agonist	Glyco luc inh	MC4R antagonist	MC4R barr agon	ABCB6 inh 2	NCOA2 inhibitor	ABHD5 PLIN5 PPI	TLR9-MyD88 inh
CCn1nnc(-c2ccccc2NC(=O)c2cnccn2)n1	-6	12	10	3	-4	-2.0	95	8	2	-3
CCOc1ccc(OCCOCCN2CCCC2)cc1	-4	-1	-4	-1	-1	-0.4	102	24	-3	-2
CCCCCCCC(=O)NNC(=O)Cc1ccccc1	-3	-2	-3	3	11	-0.5	101	·	-4	7
Cc1cc(=O)oc2cc3oc(=O)cc(C)c3cc12	-9	3	4	2	-1	-1.8	100	-9	2	-4
C/C(N)=C(/C#N)C(=O)CSc1nnc(COc2cc(C)ccc2C)o1	-8	-8	4	0	10	-2.2	103	11	3	-1
N#CCCN(C(=O)COC(=O)COc1ccccc1Cc1ccccc1)c1ccccc1	4	7	4	1	6	-2.5	97	-6	3	0
COc1ccc([C@@H](C)NC(=O)c2ccc3oc(C(C)C)nc3c2)cc1	6	-2	-1	2	11	-2.5	98	-38	1	11
Cc1ccc(-n2ncc3c(=O)[nH]c(SCC(=O)N4CCCc5ccccc54)nc32)cc1	-10	11	-2	3	-6	-2.0	86	-15	-6	1
CCn1nnnc1NCc1cccc(Cl)c1	9	-6	-3	0	11	-1.6	95	-8	-3	-1
CCN(C(=O)COC(=O)c1ccc(=O)n(Cc2ccccc2)n1)C1CCCCC1	4	9	9	1	14	-0.6	98	24	4	1
Cc1ccc(-n2nc3c(=O)n(CCCC(=O)N4CCCCC4)nc(C)c3c2C)cc1	-4	-1	-2	1	4	-2.9	95	0	5	7
Cc1ccccc1C(=O)N/N=C/c1ccc(OCC(=O)N2CCCCC2)cc1	-1	17	1	-1	-14	0.9	93	-14	1	1
CCOC(=O)[C@@H](C)N(Cc1ccc(OC)cc1)S(=O)(=O)N(Cc1ccccc1)[C@H](C(=O)OC)C(C)C	-10	-7	7	-14	6	-1.0	90	-1	10	-3
CC1=C(C(=O)N(C(C)C)C(C)C)CC(CC(=O)NCc2cccs2)C(=O)N1CCCN1CCCC1=O (configuration not stated)	-2	2	1	-1	·	·	96	-9	3	·
CC(=O)Nc1nonc1NC(=O)COc1ccccc1	-5	5	2	1	12	-2.0	89	12	-7	6
CCC(C)[C@H](NC(=O)C1CCN(C(=O)[C@H](Cc2ccccc2)NS(=O)(=O)c2ccc(C)cc2)CC1)C(=O)O (some centres not stated)	-7	7	-1	-1	3	0.1	99	-2	0	-4
CC1CCN(c2oc(-c3cccc4ccccc34)nc2C#N)CC1	-1	-16	-2	3	11	2.4	101	-17	-2	-14
Cc1nc2ccc(NC(=O)N3CCCCC3)cc2nc1C	1	22	1	1	4	-0.4	94	-31	-3	9
CS(=O)(=O)c1ccc(Cl)c(NC(=O)COC(=O)COc2ccc3c(c2)CCC3)c1	-5	0	7	1	0	0.7	101	8	4	2
Cc1ccc(S(=O)(=O)Cc2ccc(C(=O)NCc3ccc4c(c3)OCO4)o2)cc1	-9	7	3	0	-5	-1.4	91	2	6	-9
O=C(NC(=O)c1ccccc1N1CCCCC1)Nc1ccc(Br)cc1	-3	1	2	2	6	-1.9	97	14	-7	-7
COc1ccc(-c2coc3cc4oc(=O)c(CC(=O)O)c(C)c4cc23)cc1	2	-3	9	1	17	-0.7	102	-20	0	-9
COc1ccc(N2CCN(C(=O)CNC(=O)Cc3ccc(Cl)cc3)CC2)cc1	0	0	-4	7	-5	-3.2	101	6	-8	-6
O=C1Cc2cc(S(=O)(=O)NCc3ccc(F)cc3)ccc2N1	-9	1	-3	-1	7	1.6	102	-32	-4	-9
Cc1ccc(-c2c[n+](CC(=O)Nc3nc(-c4ccc(F)cc4)cs3)c3n2CCC3)cc1	3	-9	-1	10	6	0.2	107	1	25*	2

Three entries already listed, arranged by heavy-atom count, highest first.
SMILES	NOD2 RIPK2 PPI	Cardio protect	m5-HT2A agonist	Glyco luc inh	MC4R antagonist	MC4R barr agon	ABCB6 inh 2	NCOA2 inhibitor	ABHD5 PLIN5 PPI	TLR9-MyD88 inh
CCOC(=O)[C@@H](C)N(Cc1ccc(OC)cc1)S(=O)(=O)N(Cc1ccccc1)[C@H](C(=O)OC)C(C)C	-10	-7	7	-14	6	-1.0	90	-1	10	-3
O=C(NC(=O)c1ccccc1N1CCCCC1)Nc1ccc(Br)cc1	-3	1	2	2	6	-1.9	97	14	-7	-7
CCOc1ccc(OCCOCCN2CCCC2)cc1	-4	-1	-4	-1	-1	-0.4	102	24	-3	-2

Six of the entries above in order of the Glyco luc inh value, highest first.
| smiles | Glyco luc inh |
| --- | --- |
| COc1ccc(N2CCN(C(=O)CNC(=O)Cc3ccc(Cl)cc3)CC2)cc1 | 7 |
| CCCCCCCC(=O)NNC(=O)Cc1ccccc1 | 3 |
| O=C(NC(=O)c1ccccc1N1CCCCC1)Nc1ccc(Br)cc1 | 2 |
| CS(=O)(=O)c1ccc(Cl)c(NC(=O)COC(=O)COc2ccc3c(c2)CCC3)c1 | 1 |
| CCn1nnnc1NCc1cccc(Cl)c1 | 0 |
| O=C1Cc2cc(S(=O)(=O)NCc3ccc(F)cc3)ccc2N1 | -1 |

(cont.)
SMILES	NOD2 RIPK2 PPI	Cardio protect	m5-HT2A agonist	Glyco luc inh	MC4R antagonist	MC4R barr agon	ABCB6 inh 2	NCOA2 inhibitor	ABHD5 PLIN5 PPI	TLR9-MyD88 inh
O=C(NC1c2ccccc2-c2ccccc21)c1ccco1	2	8	-3	1	5	-0.4	97	-5	3	3
CCOC(=O)c1[nH]c(C)c(C(=O)NCc2ccc(OC)cc2)c1C	-18	5	-3	0	17	-0.1	100	-10	3	-17
CCOC(=O)c1ccccc1NS(=O)(=O)c1c(C)nc2sccn2c1=O	-22	5	-7	-2	4	-0.4	100	-5	6	2
Cc1ccccc1CS(=O)(=O)Cc1ccc(C(=O)NCCc2ccccc2)o1	1	-4	-5	-2	8	1.7	93	-3	-9	13
C/C(=N\NC(=O)c1c(-c2ccccc2Cl)noc1C)c1cccc(NC(=O)C(C)C)c1	-2	17	-1	-2	17	-2.3	100	13	0	-4
Cc1ccc(-n2c(SCC(=O)Nc3ncc(Cl)cc3Cl)nc3ccccc32)cc1	0	-10	8	-12	0	2.4	100	3	-7	2
CC(C)c1nc(SCC(=O)N2CCCC2)c2ccccc2n1	-1	1	-3	-2	1	-0.2	87	24	-6	2
CC(C)=N/N=c1\scc(C)n1Cc1ccco1	-5	-9	-1	-2	2	-3.3	98	-16	6	6
CC1(C)CC(=O)C2=C(C1)OC(/N=C/N1CCCC1)=C(C#N)C2c1ccccc1 (configuration not stated)	4	-1	-4	2	13	-1.8	97	-5	-3	0
COc1ccc(N2CCN(C(=O)CCCn3c(=O)c4cccn4c4cccnc43)CC2)cc1	6	9	-2	0	8	-2.3	92	-18	-6	9
CC(=O)c1cccc(OCC(=O)N(C)CC(=O)NCc2ccco2)c1	-1	-4	0	0	0	0.4	108	19	10	-3
Cc1ccc(S(=O)(=O)N2C[C@]3(O)C[C@@H]4C(=O)N(c5ccccc5)C(=O)[C@@H]4C[C@]3(OC(=O)Nc3c(C)noc3C)C2)cc1	-2	-4	-3	3	7	2.0	103	-9	-9	-3
CCn1c(=O)c([N+](=O)[O-])c(NCCc2ccccc2)c2ccccc21	-10	-14	-5	-5	3	0.0	107	·	-3	4
CCCCn1c(N)c(N(CCOC)C(=O)c2ccc(S(=O)(=O)N3CCCCCC3)cc2)c(=O)[nH]c1=O	-2	4	-1	1	7	-2.5	104	-21	9	-1
Cc1ccc2oc(=O)cc(/C=C/c3ccccc3)c2c1	9	-4	2	-5	11	4.1	96	-28	2	10
CCOc1cc(C(=O)Nc2cccc(C(C)=O)c2)ccc1OCC(=O)N1CCCCC1	-9	10	0	1	-3	-1.0	97	-7	-2	2
CCOC(=O)c1c(C)[nH]c(/C(C)=N/NC(=O)c2cccnc2)c1C	-6	12	-3	0	10	-2.0	98	-22	0	5
CCCCc1ccc(Nc2ncccc2C#N)cc1	-5	-6	3	0	-9	-0.9	85	-49	-9	1
O=C(Nc1cccc(F)c1)C1C2C=CC3(CN(CCCN4CCOCC4)C(=O)C13)O2 (configuration not stated)	-20	-4	-5	1	1	0.2	99	-20	2	-2
COc1cc(C(=O)Nc2ccccn2)cc(OC)c1OC	-6	13	3	3	7	-1.0	98	4	1	1
N#CCCN(Cc1cccnc1)S(=O)(=O)c1ccc(S(=O)(=O)N2CCCCCC2)cc1	2	4	-2	-2	6	-1.4	97	-9	6	0
CCc1ccc([C@H]2C(C(=O)O)=C[C@@H](CC)N2S(=O)(=O)c2ccc(C)cc2)cc1	5	4	2	-1	3	-1.0	99	-19	-6	0
Cc1nc(CSc2ccccc2)cc(=O)[nH]1	-6	-6	6	1	0	2.7	99	-12	-2	0
CCOC(=O)C1CCN(C(=O)CCNS(=O)(=O)c2ccc(C)cc2)CC1	-9	-4	7	1	2	-3.6	106	-4	-5	-4
Cc1ccc(-c2cc(=O)[nH]c(NCc3ccccc3)n2)cc1	-8	-6	4	-2	7	2.3	95	0	1	-5
CC(C)/C(=N\NS(=O)(=O)c1ccc(Br)cc1)c1cccs1	-11	-11	0	1	2	0.0	97	-18	-3	5
Cc1cccc(C)c1NC(=S)N/N=C/c1c(Cl)cccc1Cl	-2	-2	-1	0	1	-2.4	98	15	-1	-3
O=C(CSc1ccc(Cl)cc1)NNC(=O)c1cccnc1	4	-2	0	0	-6	-2.0	96	4	3	-3
CCn1cc(CCC(=O)NCc2ccccc2OC)c2ccccc21	2	-4	2	-2	4	0.5	97	-20	3	-5
O=C(CN(C(=O)CNC(=O)c1ccco1)c1ccc(F)c(Cl)c1)NC1CCCCC1	-2	-3	4	-3	11	-0.7	97	13	1	-9

Records above shown as hits in ABHD5 PLIN5 PPI:
molecule	NOD2 RIPK2 PPI	m5-HT2A agonist	Glyco luc inh	MC4R antagonist	MC4R barr agon	ABCB6 inh 2	NCOA2 inhibitor	ABHD5 PLIN5 PPI	TLR9-MyD88 inh
Cc1ccc(-c2c[n+](CC(=O)Nc3nc(-c4ccc(F)cc4)cs3)c3n2CCC3)cc1	3	-1	10	6	0.2	107	1	25*	2
